PTAP-TSG101 blk – TSG101-PTAP interaction inhibition, HIV-1 budding | Q99816 | Fluorescence polarization, FITC-PTAP peptide/Tsg101, 20 min | Potency, µM (top dose mostly 115 µM), inactives show at the highest dose activity change, negative = inhibition, most hits filed as inhibitors | 44,000 tested, under 10 active | AID 1347069; note: potency is the fitted concentration of half-maximal effect; 0% is about no effect
Target sequence (Q99816 whole entry, looked up): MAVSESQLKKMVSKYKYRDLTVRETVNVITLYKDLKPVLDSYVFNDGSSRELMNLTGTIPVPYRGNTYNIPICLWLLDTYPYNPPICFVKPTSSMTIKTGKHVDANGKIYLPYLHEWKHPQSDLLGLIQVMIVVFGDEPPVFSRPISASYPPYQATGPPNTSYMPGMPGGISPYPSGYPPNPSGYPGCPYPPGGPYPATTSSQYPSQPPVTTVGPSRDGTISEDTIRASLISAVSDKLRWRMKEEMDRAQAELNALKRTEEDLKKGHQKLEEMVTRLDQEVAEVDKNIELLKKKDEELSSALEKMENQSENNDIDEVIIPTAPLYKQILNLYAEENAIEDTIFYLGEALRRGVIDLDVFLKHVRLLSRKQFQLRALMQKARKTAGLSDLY
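Fluorescence polarization binding of Tsg101 binding domain (10 uM final) to FITC-labeled PTAP-motif peptide (50 nM final) in HEPES pH 7.5/NaCl/Tween 20/EDTA/TCEP buffer; 20 min at r.t. Actives by curve class, <25 µM, efficacy <60% inhibition.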
NTMT1 inhibitor – NTMT1 methyltransferase inhibition. NTMT1 MTase-Glo SAH luminescence, purified enzyme. AID 1645870. 59,000 compounds, 2.5% hits. Q9BV86. Potency, µM (top dose mostly 114 µM), for the others: at the highest dose activity change, negative = inhibition, hits mostly inhibitors;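 note: potency is the fitted concentration of half-maximal effect; plate controls were DMSO vehicle for no effect and no enzyme for full effect; nearly all actives have a fitted effect of over 65% in size; many of its hits are not listed in these tables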
Target sequence (Q9BV86 whole entry, looked up): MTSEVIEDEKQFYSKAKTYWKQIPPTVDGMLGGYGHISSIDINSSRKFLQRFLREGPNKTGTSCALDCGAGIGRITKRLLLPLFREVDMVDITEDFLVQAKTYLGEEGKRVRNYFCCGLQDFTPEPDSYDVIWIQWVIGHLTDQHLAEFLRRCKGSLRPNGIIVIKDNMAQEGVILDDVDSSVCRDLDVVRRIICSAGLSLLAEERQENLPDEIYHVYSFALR
p53null 32C kill – p53 null cell cytotoxicity, permissive temperature | H1299-neo p53 null cells, ATP luminescence, 24 h, 32C | Potency, µM (highest dose often 46.1 µM), for the others: top-dose activity change, negative = cytotoxicity, actives largely listed as cytotoxic | 55,000 compounds, 0.62% hits | AID 903;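 note: potency is the fitted concentration of half-maximal effect; 0% = DMSO only and -100% = full killing by 100 µM tamoxifen; nearly all actives have a fitted effect of over 55% in size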
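ATP-content luminescence in p53-null H1299-neo cells after 24 h compound exposure (up to 46 uM) at 32C permissive temperature; 0% and 100% killing set by DMSO and 100 uM tamoxifen; Hill-equation AC50.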
B2AR arrestin ag – ADRB2 beta-arrestin recruitment | HTLA Tango cells, beta-arrestin recruitment, luciferase luminescence, 18 h | AID 1347077 | Potency, µM (highest dose often 46.1 µM), inactives show top-dose activation, hits mostly activators | 44,000 tested, under 10 active | P07550;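 note: potency is the fitted concentration of half-maximal effect; 0% = DMSO and full agonism = EC100 isoproterenol or metaproterenol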
Target sequence (P07550 whole entry, looked up): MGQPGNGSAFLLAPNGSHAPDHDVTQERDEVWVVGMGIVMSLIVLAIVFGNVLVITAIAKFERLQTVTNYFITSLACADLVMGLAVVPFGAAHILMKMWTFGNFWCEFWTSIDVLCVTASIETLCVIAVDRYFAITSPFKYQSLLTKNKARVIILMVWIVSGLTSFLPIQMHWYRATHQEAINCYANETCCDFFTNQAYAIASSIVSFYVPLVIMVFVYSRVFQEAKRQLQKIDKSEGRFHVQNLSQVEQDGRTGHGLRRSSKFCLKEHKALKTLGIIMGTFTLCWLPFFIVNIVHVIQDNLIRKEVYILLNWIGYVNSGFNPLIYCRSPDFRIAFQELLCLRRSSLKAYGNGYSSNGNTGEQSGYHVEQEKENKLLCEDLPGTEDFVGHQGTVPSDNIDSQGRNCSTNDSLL
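Tango cell line, 1% FBS DMEM; cpd titration up to 46 microM; 18 hr, 37 degrees C, 5% CO2. Luciferin/ATP substrate mix added, 15 min RT, luminescence. %Activity, CRC fitting, curve-class categorization.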
FH mod – Identification of activators of human fumarate hydratase by quantitative high-throughput screening; Fumarate hydratase, mitochondrial (Homo sapiens), P07954; FH coupled MDH/diaphorase resazurin fluorescence, 15 min; Potency, µM (top dose mostly 79.9 µM), for inactives: top-dose activity change, negative = inhibition, actives largely listed as inhibitors; 54,000 compounds, 0.22% hits; AID 1347055, 2019; note: potency is the fitted concentration of half-maximal effect; % is set by controls: 0 for no effect and ±100 for the full control effect; the screen sought activators but most active calls are inhibition curves; nearly all actives have a fitted effect of over 45% in size
p53null 39C tox – selectivity test: cytotoxicity in p53 null cells, nonpermissive temperature. Potency, µM (series often up to 46.1 µM), for inactives: at the top dose activity, negative = cell killing, usual class: cytotoxic. 55,000 compounds, 0.97% hits. AID 904. H1299 p53-null (neo) cells, 39C, ATPlite viability, 24 h;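 note: potency is the fitted concentration of half-maximal effect; 0% = DMSO only and -100% = full killing by 100 µM tamoxifen; nearly all actives have a fitted effect of over 50% in size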
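H1299 lung cancer cells, p53-null (H1299-neo) or expressing p53 A138V (H1299-p53A138V), were plated overnight at 37C, then exposed to compounds at up to 46 uM for 24 hr at 39C. Viability was read by ATP-based luminescence.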
GALK inh – GALK (human) enzyme inhibition; recombinant GALK, Kinase-Glo ATP luminescence, 1 h; 44,000 tested, under 10 active; Potency, µM (doses to about 57.5 µM), without a hit: top-dose activity, negative = inhibition, usual class: inhibitors;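 note: plate controls were full GALK reaction for no effect and reaction lacking GALK for full effect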
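5 nM GALK with 35 µM ATP and 100 µM galactose in HEPES pH 8.0, MgCl2, NaCl, DTT, BSA; 1 h RT reaction, remaining ATP detected by Kinase-Glo Plus luminescence after 10 min; qHTS concentration series.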
Active calls of the source: *; [ ] = remark or other dose. Calls come from the whole dose curve; as a rule, active = well fitted curve in the direction sought with a large enough effect; inconclusive = small, poorly fitted or top-dose-only effect, or another doubt; inactive = no such curve, though single readings can be large; an effect the other way counts as inactive or inconclusive.

What do the screens show for `Cc1cccc(OCC(=O)NCC2(N3CCN(C)CC3)CCCCC2)c1`?
PTAP-TSG101 blk: -4%; NTMT1 inhibitor: -1%; p53null 32C kill: -3%; B2AR arrestin ag: -3%; FH mod: 2%; p53null 39C tox: -1%; GALK inh: 0%

Results for COc1ccccc1Cn1c(C2CC(=O)N(c3ccccc3OC)C2)nc2ccccc21 (stereo not drawn) ?
PTAP-TSG101 blk: -2%; NTMT1 inhibitor: inconclusive; p53null 32C kill: -1%; B2AR arrestin ag: -3%; FH mod: -10%; p53null 39C tox: -12%; GALK inh: -12%

What do the screens show for `CC(=O)N1CCc2cc(CNS(=O)(=O)c3ccc(Cl)s3)ccc21`?
PTAP-TSG101 blk: 0%; NTMT1 inhibitor: 2%; p53null 32C kill: -12%; B2AR arrestin ag: 0%; FH mod: 4%; p53null 39C tox: 4%; GALK inh: -1%

What do the screens show for `Cc1ccc(NC(=O)CN(C)S(=O)(=O)c2ccc3nc(C)sc3c2)c(C)c1`?
PTAP-TSG101 blk: 0%; NTMT1 inhibitor: 14%; p53null 32C kill: 0%; B2AR arrestin ag: -4%; FH mod: -6%; p53null 39C tox: inconclusive; GALK inh: 1%

What do the screens show for `COc1ccc(N2CCN(C(=O)C3CCN(S(=O)(=O)c4cccc5nonc45)CC3)CC2)cc1`?
PTAP-TSG101 blk: -1%; NTMT1 inhibitor: 5%; p53null 32C kill: -8%; B2AR arrestin ag: -2%; FH mod: -2%; p53null 39C tox: 16%; GALK inh: 0%

Results for Cc1ccc(CNC(=O)CCc2nnc3n(C)c(=O)c4sccc4n23)cc1 ?
PTAP-TSG101 blk: -2%; NTMT1 inhibitor: 4%; p53null 32C kill: -17%; B2AR arrestin ag: 1%; FH mod: 6%; p53null 39C tox: -8%; GALK inh: 0%

What do the screens show for `Cc1cccc(NC(=O)CSc2nc3ccccc3nc2N2CCOCC2)c1C`?
PTAP-TSG101 blk: 1%; NTMT1 inhibitor: 0%; p53null 32C kill: 10%; B2AR arrestin ag: 1%; FH mod: inconclusive; p53null 39C tox: -14%; GALK inh: 0%

What do the screens show for `COc1ccc(N2CCN(CCCNC(=O)c3cnn(-c4ccc(F)cc4)c3-n3cccc3)CC2)cc1`?
PTAP-TSG101 blk: 1%; NTMT1 inhibitor: inconclusive; p53null 32C kill: 4%; B2AR arrestin ag: -1%; FH mod: -6%; p53null 39C tox: 6%; GALK inh: 1%

Results for Cc1cc(C)c2oc(C(=O)Nc3ccc(S(=O)(=O)N4CCC(C)CC4)cc3)cc(=O)c2c1 ?
PTAP-TSG101 blk: -3%; NTMT1 inhibitor: -1%; p53null 32C kill: 2%; B2AR arrestin ag: 0%; FH mod: -6%; p53null 39C tox: inconclusive; GALK inh: -1%

What do the screens show for `COc1ccc(CCNC(=O)CCc2c(C)nc3c(c(C)nn3-c3ccccc3)c2C)c(OC)c1`?
PTAP-TSG101 blk: 1%; NTMT1 inhibitor: -5%; p53null 32C kill: 1%; B2AR arrestin ag: -3%; FH mod: -2%; p53null 39C tox: -13%; GALK inh: 0%

What do the screens show for `CCOC(=O)c1c(C)[nH]c(C)c1S(=O)(=O)N1CCCC(C(=O)Nc2ccc(OC)c(Cl)c2)C1` (stereo not drawn)?
PTAP-TSG101 blk: -2%; NTMT1 inhibitor: 3%; p53null 32C kill: 0%; B2AR arrestin ag: -1%; FH mod: inconclusive; p53null 39C tox: -4%; GALK inh: -2%

How did Cc1cc(-n2c(C)nc3ccccc3c2=O)ccc1NC(=O)c1cccc([N+](=O)[O-])c1 do in these assays?
PTAP-TSG101 blk: 2%; NTMT1 inhibitor: -8%; p53null 32C kill: 6%; B2AR arrestin ag: -1%; FH mod: -4%; p53null 39C tox: 13%; GALK inh: -5%

Results for Cc1cccc(-c2nc3c(cnn3-c3ccccc3)c(=O)n2-c2ccc(Cl)cc2)c1 ?
PTAP-TSG101 blk: 2%; NTMT1 inhibitor: inconclusive; p53null 32C kill: 10%; B2AR arrestin ag: 7%; FH mod: -14%; p53null 39C tox: 14%; GALK inh: -22%

What do the screens show for `O=C(NCCc1csc(-c2ccc(F)cc2)n1)c1ccco1`?
PTAP-TSG101 blk: -2%; NTMT1 inhibitor: -26%; p53null 32C kill: -1%; B2AR arrestin ag: -1%; FH mod: 5%; p53null 39C tox: -15%; GALK inh: 1%

What do the screens show for `COc1ccc(C(=O)N2CCN(C(=O)COc3ccc(C)cc3)CC2)cc1OC`?
PTAP-TSG101 blk: 0%; NTMT1 inhibitor: -5%; p53null 32C kill: -29%; B2AR arrestin ag: 0%; FH mod: 4%; p53null 39C tox: inconclusive; GALK inh: -17%

Results for CCc1ccc(N(CC)C(=O)Cn2cnc3sc(C)c(S(=O)(=O)N4CCN(c5ncccn5)CC4)c3c2=O)cc1 ?
PTAP-TSG101 blk: -2%; NTMT1 inhibitor: 5%; p53null 32C kill: 4%; B2AR arrestin ag: 2%; FH mod: -22%; p53null 39C tox: -14%; GALK inh: 4%

Results for COC(=O)c1c(-c2cccs2)csc1NC(=O)COc1ccc(C(C)(C)C)cc1 ?
PTAP-TSG101 blk: -2%; NTMT1 inhibitor: inconclusive; p53null 32C kill: -2%; B2AR arrestin ag: -2%; FH mod: -4%; p53null 39C tox: 16%; GALK inh: 2%

What do the screens show for `CC(C)Cn1c(=O)c2ccccc2n2c(CCC(=O)Nc3ccc(F)cc3)nnc12`?
PTAP-TSG101 blk: 0%; NTMT1 inhibitor: 11%; p53null 32C kill: 2%; B2AR arrestin ag: 0%; FH mod: 0%; p53null 39C tox: -5%; GALK inh: -1%

What do the screens show for `COc1cc(OC)c(NC(=O)Cc2ccc(-n3c(C)nc4cccnc43)cc2)cc1Cl`?
PTAP-TSG101 blk: 0%; NTMT1 inhibitor: 3%; p53null 32C kill: -7%; B2AR arrestin ag: 0%; FH mod: -7%; p53null 39C tox: 4%; GALK inh: 0%

Results for O=C(NCC(c1cccs1)S(=O)(=O)c1cccs1)c1cccc(F)c1 (stereo not drawn) ?
PTAP-TSG101 blk: -2%; NTMT1 inhibitor: -1%; p53null 32C kill: 4%; B2AR arrestin ag: 0%; FH mod: 0%; p53null 39C tox: 24%; GALK inh: 0%

Results for Cc1ccc(C(=O)NCc2ccc(N(C)C)cc2)cc1NC(=O)c1nsc2ccccc12 ?
PTAP-TSG101 blk: 4%; NTMT1 inhibitor: 2%; p53null 32C kill: 4%; B2AR arrestin ag: 1%; FH mod: -16%; p53null 39C tox: 21%; GALK inh: 1%

What do the screens show for `CCOC(=O)c1ccc(NC(=O)C2CCN(S(=O)(=O)c3ccc4c(c3)CCCC(=O)N4)CC2)cc1`?
PTAP-TSG101 blk: 0%; NTMT1 inhibitor: 7%; p53null 32C kill: -2%; B2AR arrestin ag: 0%; FH mod: -8%; p53null 39C tox: -20%; GALK inh: -3%

How did CC(=O)c1ccc(NC(=O)c2cc(-c3ccc4c(c3)OCO4)on2)cc1 do in these assays?
PTAP-TSG101 blk: 2%; p53null 32C kill: 12%; B2AR arrestin ag: 1%; p53null 39C tox: 14%; GALK inh: 2%

What do the screens show for `COc1ccccc1CNC(=O)CCn1c(=O)c2ccccc2n(CC(=O)Nc2cc(Cl)ccc2C)c1=O`?
PTAP-TSG101 blk: 0%; NTMT1 inhibitor: -17%; p53null 32C kill: 5%; B2AR arrestin ag: 1%; FH mod: -3%; p53null 39C tox: inconclusive; GALK inh: 5%

Results for Cc1ccc(S(=O)(=O)c2nnn3c2nc(NC(C)C)c2sccc23)cc1 ?
PTAP-TSG101 blk: 2%; NTMT1 inhibitor: -3%; p53null 32C kill: 6%; B2AR arrestin ag: 2%; FH mod: 1%; p53null 39C tox: -25%; GALK inh: inconclusive

Results for COc1ccc(CCNC(=O)Cn2c(=O)c3cccn3c3ccc(F)cc32)c(OC)c1 ?
PTAP-TSG101 blk: 4%; NTMT1 inhibitor: -2%; p53null 32C kill: -6%; B2AR arrestin ag: 0%; FH mod: 1%; p53null 39C tox: -7%; GALK inh: 0%

How did CCC1=Nc2cc(C(=O)NCCCOC(C)C)ccc2Sc2ccc(C)cc21 do in these assays?
PTAP-TSG101 blk: 1%; NTMT1 inhibitor: 12%; p53null 32C kill: 17%; B2AR arrestin ag: 0%; FH mod: -21%; p53null 39C tox: 35%[activator]; GALK inh: -5%

How did CCOC(=O)c1ccc(NC(=O)C2=C(C)Nc3nc(CCCO)nn3C2c2ccc(OC)cc2)cc1 (stereo not drawn) do in these assays?
PTAP-TSG101 blk: -3%; NTMT1 inhibitor: 14%; p53null 32C kill: -1%; B2AR arrestin ag: 0%; FH mod: 5%; p53null 39C tox: -6%; GALK inh: 0%

How did COc1ccc(C(=O)Nc2ccc3c(c2)CCCN3S(=O)(=O)c2ccc(C)cc2)c(OC)c1 do in these assays?
PTAP-TSG101 blk: -4%; NTMT1 inhibitor: -10%; p53null 32C kill: 0%; B2AR arrestin ag: -1%; FH mod: -6%; p53null 39C tox: -5%; GALK inh: -4%

What do the screens show for `COc1ccc(CCNC(=O)c2c(C)oc3nc(C)nc(N4CCOCC4)c23)cc1OC`?
PTAP-TSG101 blk: 1%; NTMT1 inhibitor: -2%; p53null 32C kill: 1%; B2AR arrestin ag: 0%; FH mod: 0%; p53null 39C tox: -15%; GALK inh: 2%

Results for O=C(CN1C(=O)CCc2cc(S(=O)(=O)N3CCOCC3)ccc21)NCc1ccccc1Cl ?
PTAP-TSG101 blk: -2%; NTMT1 inhibitor: 3%; p53null 32C kill: -9%; B2AR arrestin ag: -1%; FH mod: -25%; p53null 39C tox: -4%; GALK inh: -1%

How did CCC(C)NC(=O)Cn1c(=O)n(Cc2ccc(C(=O)NCCCOC)cc2)c(=O)c2ccccc21 (stereo not drawn) do in these assays?
PTAP-TSG101 blk: -1%; NTMT1 inhibitor: -4%; p53null 32C kill: -4%; B2AR arrestin ag: -1%; FH mod: 2%; p53null 39C tox: -10%; GALK inh: 2%

Results for COc1ccc(CNC(=O)CCCn2nc(C)n3c(cc4sccc43)c2=O)cc1 ?
PTAP-TSG101 blk: -2%; NTMT1 inhibitor: -29%; p53null 32C kill: 2%; B2AR arrestin ag: 0%; FH mod: 5%; p53null 39C tox: -24%; GALK inh: -2%

A portion of the library; the hit share may differ from the screen's.
